# Runt-CBFb FRET – blocks binding of human RUNX1 Runt domain to CBFb; Cerulean-Runt/Venus-CBFb FRET ratio 530/480, 1 h; inhibition, % at 20 µM; 220,000 tested, 0.46% active; Q01196+Q13951;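 active means inhibition over about 50% at 20 µM in the single-dose screen, limit read from the data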;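 further: 0% = DMSO wells and 100% = excess unlabeled CBFb competitor control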
#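 Doses: 20 µM compound in 1% DMSO | Material: Cerulean-labeled Runt domain protein | Amount: Each fluorescent fusion protein 100 nM | Schedule: Two 1 h room-temperature incubations shielded from light | Measured by: FRET fluorescence | Evaluation: Loss of energy transfer signal | Controls: Unlabeled CBFb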
# 14-3-3 Bad PPI – disrupts binding of bovine 14-3-3 zeta to phospho-Bad peptide | TR-FRET 14-3-3zeta/Dy647-pBad peptide displacement, 1 h | inhibition, % at 21.7 µM | 220,000 tested, 0.71% active;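 active means inhibition above about 70%, limit read from the data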;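 further: 0% = full 14-3-3 plus peptide FRET controls and 100% = background without 14-3-3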
# p47phox inh – p47phox (human) inhibition | p47phox/p22phox peptide binding, fluorescence polarization, 2 h | 220,000 tested, 0.53% active | inhibition, % at 24.7 µM | AID 1274 | P14598;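 active means inhibition above about 30%, limit read from the data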;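 further: 0% = p47phox with labelled peptide and 100% = labelled peptide alone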
# zVAD death inh – blocks zVAD induced death of L929 cells. L929 zVAD necroptosis rescue, ATP luminescence, 24 h; with zVAD 60 µM. viability rescue, % at 10 µM. 220,000 tested, 0.38% active;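 active means activation, scaled between plate controls, above about 75%, limit read from the data; inactive means activation under that limit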;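 further: 0% = zVAD with DMSO and 100% = DMSO alone without zVAD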
# EBV gp42 inh – inhibitors of Epstein-Barr virus glycoprotein 42. Q1HVG2. Fluorescence polarization binding assay, mP read-out. inhibition, % (tested at 21.74 µM). 220,000 tested, 0.42% active. AID 1085; in the data active means inhibition above about 50%
# MDM2 E3 inh – Mdm2 E3 ligase (human) inhibition | 210,000 tested, 0.11% active | cell-based MDM2 ubiquitination luciferase reporter, 2 h; 0 = plate control, 100 = twice control, blank-subtracted | signal enhancement, % at 5 µM | AID 1230;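 active means signal enhancement of 30% or more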;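 further: luminescence tracks abundance of the self-degrading MDM2-luciferase fusion protein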
# Target sequence (Q00987 whole entry, looked up, the tested form may be a part): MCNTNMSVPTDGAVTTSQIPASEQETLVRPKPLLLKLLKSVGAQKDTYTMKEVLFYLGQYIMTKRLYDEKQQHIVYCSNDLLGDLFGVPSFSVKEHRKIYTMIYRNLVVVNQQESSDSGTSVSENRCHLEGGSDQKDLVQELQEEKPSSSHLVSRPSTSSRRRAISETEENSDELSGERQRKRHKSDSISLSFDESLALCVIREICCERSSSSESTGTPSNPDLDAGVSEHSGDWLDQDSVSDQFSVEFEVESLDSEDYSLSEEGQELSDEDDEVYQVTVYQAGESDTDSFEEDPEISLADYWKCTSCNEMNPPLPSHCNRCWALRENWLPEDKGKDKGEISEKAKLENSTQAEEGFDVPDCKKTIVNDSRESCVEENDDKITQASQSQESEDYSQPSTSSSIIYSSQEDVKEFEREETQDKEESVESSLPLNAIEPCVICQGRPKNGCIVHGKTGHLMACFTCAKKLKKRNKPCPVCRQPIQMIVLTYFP
#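 Test system: stable mammalian line carrying autodegrading MDM2–luciferase fusion reporter; quantity: 2000 cells in each well; times: 4 h cell settling then 2 h compound exposure, 37 °C; detection: luminescence with SteadyLite reagent, 15 min at room temperature; evaluation: percent signal gain over controls, blank-subtracted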
# Runt-SMMHC FRET – inhibitors of human RUNX1 Runt domain binding to CBFb-SMMHC; inhibition, % at 20 µM; Cerulean-Runt/Venus-CBFb-SMMHC FRET ratio 530/480, 1 h; Q01196+Q13951; 220,000 tested, 0.74% active;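 active means mean inhibition across duplicate retests at 20 µM reaching about 50%, limit read from the data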;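 further: 0% = DMSO wells and 100% = wells with excess untagged CBFb-SMMHC; inhibitors lower the FRET ratio by blocking Runt binding to CBFb-SMMHC; some results filed as inactive read as strong as hits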
# TbHK1 inh – blocks Trypanosoma brucei hexokinase 1 activity. recombinant TbHK1, G6PDH-coupled NADH A340. inhibition, % at 10 µM. 220,000 tested, 0.11% active;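 active means inhibition of 50% or more in the single-dose primary screen; inactive means inhibition below 50%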
# Hck Nef HTS – blocks Nef-activated human Hck kinase; P08631; Recombinant Hck-YEEI plus Nef, Z-Lyte FRET kinase assay; inhibition, % at 20 µM; 220,000 tested, 0.68% active; AID 463187;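 active means Hck-Nef kinase inhibition above about 50%, limit read from the data; inactive means inhibition below that limit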;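 further: 0% = DMSO with Hck plus Nef and 100% = Hck alone without Nef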
# Target sequence (P08631 whole entry, looked up): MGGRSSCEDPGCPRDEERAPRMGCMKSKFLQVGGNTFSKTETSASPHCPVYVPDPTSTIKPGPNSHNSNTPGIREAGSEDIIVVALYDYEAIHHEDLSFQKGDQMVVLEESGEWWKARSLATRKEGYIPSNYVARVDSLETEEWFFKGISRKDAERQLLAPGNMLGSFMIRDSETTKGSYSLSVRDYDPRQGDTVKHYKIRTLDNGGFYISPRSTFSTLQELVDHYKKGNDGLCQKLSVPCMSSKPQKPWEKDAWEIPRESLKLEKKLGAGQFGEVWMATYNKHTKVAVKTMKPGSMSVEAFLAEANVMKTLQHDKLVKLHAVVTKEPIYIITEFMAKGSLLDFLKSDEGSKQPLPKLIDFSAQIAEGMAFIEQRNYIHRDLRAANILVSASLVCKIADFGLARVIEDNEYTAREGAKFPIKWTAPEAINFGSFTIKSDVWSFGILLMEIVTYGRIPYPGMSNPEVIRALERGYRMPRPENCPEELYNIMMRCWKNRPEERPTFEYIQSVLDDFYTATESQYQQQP
# The depositor's hits bear a star; nt = not tested or not shown; [ ] = remark or other dose.
SMILES,Runt-CBFb FRET,14-3-3 Bad PPI,p47phox inh,zVAD death inh,EBV gp42 inh,MDM2 E3 inh,Runt-SMMHC FRET,TbHK1 inh,Hck Nef HTS
Cc1cc(N2CCC(C)CC2)nc(-c2ccccc2O)n1,-0.4,-5.6,6.8,0.7,-10.8,-11.6,0.7,-6.1,8.5
COc1ccc(NCc2nnc(SCC(=O)NCc3ccccc3)n2-c2ccccc2OC)cc1,-2.8,-5.2[fluorescence artefact?],-1.9,-0.7,-1.0,-2.8,-0.8,0.1,6.5
COC(=O)c1ccc(NC(=O)CSCc2ccc(C)cc2)cc1,0.3,-2.5,-11.1,-0.1,3.8,-23.4,-3.7,-8.1,-1.7
N#C/C(=C\c1ccccc1[N+](=O)[O-])C(=O)NC1CCCCC1,2.6,-7.4,3.9,1.3,-14.3,-20.1,2.6,-1.2,29.3
CC(C)c1onc(C(=O)N2CCN(Cc3ccccc3)CC2)c1[N+](=O)[O-],1.2,-9.6,8.1,nt,-14.0,nt,-5.7,-12.0,-8.2
CC(C)Cn1nc(NS(=O)(=O)c2ccccc2)c2cc3ccccc3nc21,-10.2,-9.3,7.0,-0.2,4.6,-2.3,-13.5,34.6,5.3
Cc1ccc2nc(SC(C)C(=O)NCc3ccc4c(c3)OCO4)[nH]c2c1 (centres undefined),1.6,7.2[fluorescence artefact?],-9.9,0.4,-5.2,-10.6,3.7,3.1,1.8
Cc1cc(C(=O)O)c(CSCc2cc(C(=O)O)oc2C)o1,11.7,-7.9,2.4,0.1,-11.2,-13.6,4.1,-2.3,-1.2
Cn1cc(/C=C2/SC(=O)N(c3ccccc3)C2=O)c2ccccc21,-12.5,5.0,-3.4,0.1,-26.5,-5.6,-55.2,-12.4,-1.1
Cc1cccc(NC(=O)C2SC(=Nc3c(C)cccc3C)C(C(=O)N3CCOCC3)=C2N)c1 (centres undefined),10.5,-8.7,14.8,0.1,13.4,-19.1,6.4,-17.9,0.8

# A few values from the entries so far.
# `Cc1cc(C(=O)O)c(CSCc2cc(C(=O)O)oc2C)o1` in Runt-SMMHC FRET reads 4.1
# `Cc1ccc2nc(SC(C)C(=O)NCc3ccc4c(c3)OCO4)[nH]c2c1` (centres undefined) in Runt-SMMHC FRET reads 3.7

# Next section
SMILES,Runt-CBFb FRET,14-3-3 Bad PPI,p47phox inh,zVAD death inh,EBV gp42 inh,MDM2 E3 inh,Runt-SMMHC FRET,TbHK1 inh,Hck Nef HTS
COc1cc2ccccc2cc1C(=O)Nc1cccnc1,2.2,-14.5,1.4,0.0,-0.4,-9.0,0.1,2.8,12.3
CCOC(=O)C1CCCN(Cc2c(C(=O)N3CCCCC3)nc3c(C)cccn23)C1 (centres undefined),0.7,2.1,1.7,-0.9,7.3,-12.0,-2.0,-12.5,-13.1
CCC(=O)N1CCN(c2ccc(NC(=O)c3ccc4c(c3)OCO4)cc2)CC1,-0.3,5.2,-1.4,-0.1,18.3,-8.2,-9.9,-5.9,1.7
Cc1ccc(SCC(=O)NC(=O)NC(C)C)c(C)c1,-1.7,0.9,-3.4,15.3,-7.0,-4.0,-0.4,3.6,-36.2
CCCNS(=O)(=O)c1ccc(OCC(=O)NCCCOC)cc1,-4.2,-3.8,-16.4,0.8,-12.6,-2.2,1.9,0.2,7.4
O=C(Nc1cccc(C(=O)O)c1)/C(=C\c1ccc2c(c1)OCO2)NC(=O)c1ccc(Br)cc1,-2.2,-0.1,-7.5,4.7,2.8,-14.0,-5.0,-8.1,21.5
O=C(NCCc1ccccc1)C1CCC(CNS(=O)(=O)c2cccc3cccnc23)CC1 (centres undefined),1.3,-2.2,-9.8,-0.3,-2.3,-5.8,4.0,-12.7,20.7
O=C(Nc1cccc2c1[nH]c1ccccc12)C(F)(F)F,1.0,-1.3[fluorescence artefact?],10.6,0.8,-4.5,-14.0,-7.0,-3.2,1.1
COC(=O)c1c(C)oc(C)c1S(=O)(=O)NCc1ccc(Cl)cc1Cl,4.1,1.5,-2.4,-0.1,7.2,-13.1,-2.5,-7.6,11.0
CCOC(=O)CN1C(=O)CCSc2ccc(Cl)cc21,1.0,0.1,-12.7,-0.6,-9.8,-9.6,-1.6,3.8,-0.1

# An excerpt from above in order of their number in MDM2 E3 inh, highest first.
canonical_smiles	MDM2 E3 inh
CC(C)Cn1nc(NS(=O)(=O)c2ccccc2)c2cc3ccccc3nc21	-2.3
Cn1cc(/C=C2/SC(=O)N(c3ccccc3)C2=O)c2ccccc21	-5.6
COc1cc2ccccc2cc1C(=O)Nc1cccnc1	-9.0
Cc1ccc2nc(SC(C)C(=O)NCc3ccc4c(c3)OCO4)[nH]c2c1 (centres undefined)	-10.6
O=C(Nc1cccc2c1[nH]c1ccccc12)C(F)(F)F	-14.0
Cc1cccc(NC(=O)C2SC(=Nc3c(C)cccc3C)C(C(=O)N3CCOCC3)=C2N)c1 (centres undefined)	-19.1

# (cont.)
SMILES,Runt-CBFb FRET,14-3-3 Bad PPI,p47phox inh,zVAD death inh,EBV gp42 inh,MDM2 E3 inh,Runt-SMMHC FRET,TbHK1 inh,Hck Nef HTS
O=S(=O)(c1ccc2c(c1)nc(COc1ccc(Cl)cc1)n2CC1CCCO1)N1CCOCC1 (centres undefined),-3.8,5.4,-42.3,3.0,-13.8,-13.5,-4.8,-13.3,-0.4
Cc1[nH]c(=S)n(CC2CCCO2)c1C (centres undefined),nt,-8.5[fluorescence artefact?],-7.8,-0.1,-11.6,-8.0,nt,-0.1,1.9
CC(=O)Nc1ccc(NC(=O)C(C)O/N=C/c2cccc([N+](=O)[O-])c2)cc1 (centres undefined),-1.6,-8.0,-9.7,0.4,-34.5,nt,0.4,-10.9,-1.9
Cc1noc(C)c1C(=O)Nc1ccc(F)cc1,2.7,-17.6,2.5,2.7,-11.0,8.6,-1.6,-5.5,22.0
COc1ccccc1NC(=O)Cn1nc(Cc2cccnc2)c2ccccc2c1=O,-0.6,-1.3,3.8,-0.4,-8.1,1.3,0.4,1.9,36.2
O=S(=O)(NCc1ccccn1)c1ccc(Cl)c(C(F)(F)F)c1,-2.8,-10.9,-10.6,0.0,-10.0,0.6,1.4,0.6,0.9
O=C(C1CCCN(S(=O)(=O)c2cccnc2)C1)N1CCN(c2ccccn2)CC1 (centres undefined),1.3,1.2,-7.2,0.1,-12.6,-7.0,-1.9,-4.2,20.8
Cc1c(C(=O)Nc2ccc(S(=O)(=O)NCC3CCCO3)cc2)cccc1[N+](=O)[O-] (centres undefined),0.7,2.2,-0.8,0.0,7.0,-13.9,-3.2,4.1,-5.2
COc1ccc(Cn2nnnc2C(c2cccnc2)N2CCN(c3ccc(O)cc3)CC2)cc1 (centres undefined),13.6,5.0,0.3,-0.1,-14.6,4.6,21.6,4.2,0.2
Cc1ccc(C(=O)c2no[n+]([O-])c2C(=O)c2ccc(C)cc2)cc1,0.3,5.3,12.3,nt,-37.8,8.2,19.2,-6.1,5.5
NC(=O)C1CCN(C(=O)c2ccco2)CC1,0.6,12.6,-2.3,1.0,-11.2,nt,-5.1,3.5,5.2
COc1ccc2c(c1)C1=NN(/C(C)=C/C(C)=O)C(c3ccc(F)cc3)C1CC2 (centres undefined),-1.5,-17.3,-11.5,1.1,-2.3,-14.4,2.7,30.2,5.2
CSCCC(NC(=O)c1ccc(C)o1)C(=O)O (centres undefined),-1.3,-9.8[fluorescence artefact?],2.5,-0.3,9.0,-34.2,-1.6,4.9,3.7
CS(=O)(=O)N(Cc1ccc(Cl)cc1)c1ccc(C(=O)NCC2CCCO2)cc1 (centres undefined),-0.3,-9.5,-1.4,-1.1,-2.7,-14.0,2.1,-2.1,26.4
COc1ccc(CC(=O)N/N=C/c2ccc(-c3ccc(F)cc3)o2)cc1OC,-0.7,2.5,-16.9,1.8,-7.9,2.8,-2.1,-55.5,16.2
COc1ccccc1CNC(=O)c1cc2c(C)nn(Cc3ccc(F)cc3)c2s1,-6.7,0.5[fluorescence artefact?],-17.7,1.1,-29.5,-0.3,0.5,-6.1,0.4
C=CCNC(=O)c1ccc(Cn2cc(C(F)(F)F)ccc2=O)cc1,-0.3,-8.5,-1.5,2.1,-0.4,-3.3,1.3,-2.5,-0.7
Oc1oc(-c2cccc3ccccc23)nc1/C=N/c1nccs1,-56.0,4.9,-28.5,0.2,-9.7,-10.7,-151.6,3.0,-0.8
O=C(/C=C/c1ccc2c(c1)OCO2)c1ccc(F)cc1,6.4,-1.1[fluorescence artefact?],1.5,0.5,5.3,nt,6.8,-6.9,2.7
COc1ccccc1C(=O)n1nc(C)cc1C,-1.2,3.0,-6.9,-0.1,-15.1,-17.9,0.6,5.7,1.0
O=C(N/C(=C\c1cn(-c2ccccc2)nc1-c1ccccc1)C(=O)N1CCOCC1)c1ccccc1,3.6,-6.4,-6.2,-0.5,17.4,-13.2,14.0,0.9,1.7
Cc1sc(N)nc1-c1ccccc1,1.3,-13.1,-2.0,1.6,-9.4,-4.1,1.9,-3.2,3.2
O=C(Nc1cc(Sc2ccccn2)cc([N+](=O)[O-])c1)c1ccc([N+](=O)[O-])cc1,0.9,-7.0,-5.3,0.1,2.8,2.7,-2.0,-4.4,3.4
CCC(NS(=O)(=O)c1ccc(C)cc1)C(=O)O (centres undefined),0.8,6.5[fluorescence artefact?],-3.7,0.0,-12.2,-6.8,-0.3,2.0,1.3
COc1cccc(C(=O)Nn2cnnc2)c1,-0.9,-7.0,-4.9,3.0,-28.3,-1.5,1.6,-1.6,22.7
CN(CCNC(=O)c1cn(C)c2ccc(S(=O)(=O)N(C)C)cc2c1=O)CCc1ccccc1,-0.4,16.4,-5.7,-0.5,-1.7,-11.2,-1.0,-7.3,0.4
O=C(COc1cccnc1[N+](=O)[O-])Nc1ccc2c(c1)OCO2,-1.3,-5.1,nt,0.2,-3.6,-3.1,0.1,-6.9,11.4
CC(=O)Nc1ccc(Nc2nc(C)c([N+](=O)[O-])c(Nc3ccccc3)n2)cc1,-9.5,-12.3[fluorescence artefact?],-6.0,2.0,0.8,-27.8,-1.5,34.3,5.9
COc1ccc(S(=O)(=O)N2CCC[C@H]2C(=O)NC2=NCCS2)cc1,nt,7.5,9.2,-0.3,-14.6,-8.3,3.6,1.9,0.6
CCOc1ccc(NC(=O)C23CC4CC(C2)CC(c2ccccc2)(C4)C3)cc1,0.0,8.9,-5.1,0.7,-2.7,7.1,1.4,2.8,0.7
C=C(C)C1CC=C(C)/C(=N/NC(=O)CNc2ccc(C)cc2C)C1 (centres undefined),-5.0,-6.3,1.2,1.4,2.9,6.8,2.8,5.5,4.7
NC(=O)c1c(NC(=O)CN2CCOCC2)sc2c1CCC2,-3.3,-11.3[fluorescence artefact?],-1.3,0.2,-7.8,-8.6,-2.2,-9.3,1.4
N#Cc1ccc(OCC(O)CS(=O)(=O)c2ccc(F)cc2)cc1 (centres undefined),2.2,-2.7,-1.7,0.6,-9.4,6.2,-3.7,2.3,21.9
CCCCCCC(=O)Nc1nnc(CC)s1,-0.9,-11.1[fluorescence artefact?],-0.1,-0.1,-9.6,-9.3,0.9,1.1,-7.5
CC(C)c1ccc(OCC(=O)NNC(=O)c2cnccn2)cc1,1.7,2.5,-10.4,0.3,-21.2,-14.3,-0.2,-12.2,7.9
CCOc1ccc(OCC(=O)NCCc2nc3ccccc3[nH]2)cc1,nt,-7.3,-14.0,0.1,-10.5,-4.5,-1.1,4.6,1.4

# Screens (PubChem BioAssay)
